# Source: PubChem BioAssay (National Center for Advancing Translational Sciences (NCATS))
# LmPK inhibitor: blocks Leishmania mexicana pyruvate kinase activity | Q27686 | purified LmPK, Kinase-Glo ATP luminescence, 1 h | Potency, µM (highest dose often 57.5 µM), for the others: at the top dose activity change, negative = inhibition, actives largely listed as inhibitors | actives 0.37% (n = 290,000) | AID 1721; further: potency means the concentration at half of the fitted maximal effect; on the % scale 0 is the no-effect control and ±100 the full control effect
# Target sequence (Q27686 whole entry, looked up): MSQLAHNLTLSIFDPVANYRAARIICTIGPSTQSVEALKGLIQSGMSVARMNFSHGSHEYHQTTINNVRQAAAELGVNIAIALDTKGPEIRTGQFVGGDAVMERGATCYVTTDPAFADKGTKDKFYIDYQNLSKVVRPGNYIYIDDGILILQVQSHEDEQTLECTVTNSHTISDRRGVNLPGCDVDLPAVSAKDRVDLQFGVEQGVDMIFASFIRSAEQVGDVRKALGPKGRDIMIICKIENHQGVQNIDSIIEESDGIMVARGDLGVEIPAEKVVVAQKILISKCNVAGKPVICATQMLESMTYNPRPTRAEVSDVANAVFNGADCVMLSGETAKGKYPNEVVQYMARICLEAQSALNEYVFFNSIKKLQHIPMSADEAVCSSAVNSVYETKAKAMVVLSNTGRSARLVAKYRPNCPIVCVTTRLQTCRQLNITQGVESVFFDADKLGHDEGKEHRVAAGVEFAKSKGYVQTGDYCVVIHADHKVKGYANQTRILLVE
#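 Pyruvate kinase activity monitored as ATP production (luciferase luminescence). Conditions: 0.1 nM enzyme, 0.5 mM PEP, 0.1 mM ADP, 1 h, RT; normalized against uninhibited and no-enzyme wells.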
# Cycloheximide cs: affects cycloheximide protein synthesis inhibition readout, counter-screen. cell reporter, cycloheximide protein synthesis inhibition counterscreen. max response, %. actives 12% (n = 300,000); in the data active means max response mostly above about 13%, no sharp cut-off; inactive means mostly below about 14%; further: read at 38.3 µM for the half of the compounds with a filed dose; 0% is about no effect
# Pf growth 48h: P. falciparum growth inhibition at 48 hours (one generation). P. falciparum luciferase growth in erythrocytes, 48 h. Potency, µM (top dose mostly 28.7 µM), without a hit: at the highest dose activity change, negative = inhibition, most hits filed as inhibitors. actives 5.9% (n = 310,000). AID 504832; further: potency means the concentration at half of the fitted maximal effect; on the % scale 0 is the no-effect control and ±100 the full control effect
#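 Firefly luciferase activity from engineered P. falciparum reports growth; inhibitors lower the luminescent signal. Cultures contained 2% hematocrit erythrocytes at 0.1% final parasitemia.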
# HCV inh: inhibitors of hepatitis C virus infection; Huh7.5.1 HCVcc-Cre infection, luciferase reporter, 44 h; Potency, µM (series often up to 41.8 µM), inactives show at the top dose activity change, negative = inhibition, most hits filed as inhibitors; actives 3.4% (n = 340,000); further: potency means the concentration at half of the fitted maximal effect; on the % scale 0 is the no-effect control and ±100 the full control effect
#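 Whole-lifecycle infectious HCVcc-Cre system; cells 1,000/well, compound then virus (~0.5 moi) added 4 h after plating, 44 h culture. Luciferase read 15 sec following 15 min substrate incubation, room temp.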
# Shiga inhibitor: Shiga toxin inhibition; Vero cells, Shiga toxin protein synthesis inhibition reporter; inhibition, % at 38.7 µM; actives 9.2% (n = 290,000); in the data active means inhibition mostly above about 28%, no sharp cut-off; inactive means mostly below about 43%; further: 0% is about no effect
# Pf growth 96h: inhibits malaria parasite growth, 96 h; P. falciparum luciferase reporter growth, 96 h; Potency, µM (highest dose often 28.7 µM), for the others: at the top dose activity change, negative = inhibition, actives largely listed as inhibitors; actives 6.9% (n = 320,000); further: potency means the concentration at half of the fitted maximal effect; on the % scale 0 is the no-effect control and ±100 the full control effect
#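 96 h incubation, 37 C, 5% CO2, of luciferase-reporter P. falciparum-infected RBCs (2% hematocrit, 0.05% parasitemia final) with test compounds; endpoint luminescence.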
# Tb PYK inh: blocks Trypanosoma brucei pyruvate kinase. actives 0.12% (n = 410,000). Q57TT1. Potency, µM (titrated, usually from 76.8 µM), without a hit: at the top dose activity, negative = inhibition, actives largely listed as inhibitors. TbPYK enzyme, Kinase-Glo Plus ATP luminescence, 45 min; further: potency means the concentration at half of the fitted maximal effect; on the % scale 0 is the no-effect control and ±100 the full control effect; nearly all actives have a fitted effect of over 50% in size
#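 TbPYK + substrate in 50 mM TEA pH 7.2, 100 mM KCl, 10 mM MgCl2, 0.05% BSA, 0.01% Tween-20; cpd pinned; ADP 130 uM final; 45 min RT; Kinase-Glo Plus 10 min; luminescence endpoint.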
# The depositor's hits bear a star; ? = inconclusive; nt = no result given; & = joins results of further samples; ! = not confirmed by another sample; [ ] = another dose, or the depositor's remark. Unless noted, the call rests on the fitted dose curve; in most records, active means well fitted curve in the direction sought with a large enough effect; inconclusive means small, poorly fitted or top-dose-only effect, or another doubt; inactive means no such curve, though single readings can be large; an effect the other way counts as inactive or inconclusive.
# Screens by letter – A = LmPK inhibitor; B = Cycloheximide cs; C = Pf growth 48h; D = HCV inh; E = Shiga inhibitor; F = Pf growth 96h; G = Tb PYK inh
O=C(Nc1ccc(F)cc1F)C1CCCN(c2ncnc3c2nc2n3CCCCC2)C1 (configuration not stated)
  A = -3%	B = -3	C = ?	D = ?	E = -7	F = -44%	G = 6%
Cc1ccc2c(c1)C1CN(C)CCC1N2C(=O)CCCN1C(=O)c2cccc3cccc(c23)C1=O (configuration not stated)
  A = 3%	B = 4	C = 1.9µM*	D = ?	E = 14	F = 3.7µM*	G = -3%
O=C(NCc1ccccn1)C(C(=O)c1cccc([N+](=O)[O-])c1)n1cc(Cl)ccc1=O (configuration not stated)
  A = -4%	B = 12	C = 8%	D = 18%	E = 25	F = 41%[activator]	G = 2%
COC(=O)c1[nH]c2ccc(C)cc2c1NC(=O)CN1CCN(Cc2ccccc2)CC1
  A = 14%	B = 1	C = nt	D = ?	E = 4	F = -16%	G = -2%
O=C(COC(=O)c1cc(S(=O)(=O)N2CCCCC2)ccc1N1CCOCC1)NC1CCCCC1
  A = 8%	B = 0	C = nt	D = -9%	E = -14	F = nt	G = -5%
Cc1[nH]c2ccc(C(=O)NCC(C)(C)N3CCOCC3)cc2c1C
  A = 2%	B = -1	C = 13%	D = -8%	E = -11	F = -29%	G = -22%
CCOC(=O)c1[nH]nc(N)c1NC(=O)c1ccc(Cl)cc1Cl
  A = 0%	B = 27*	C = -7%	D = 13%	E = 22	F = -18%	G = -2%
CC(=O)c1ccc(OCC(=O)OCc2cc(-c3ccco3)on2)cc1
  A = nt	B = nt	C = -11%	D = 0%	E = nt	F = -6%	G = -4%
O=C1COC(c2ccccc2)=CN1Cc1ccccc1
  A = nt	B = nt	C = ?	D = -20%	E = nt	F = ?	G = -2%
COc1ccc(CCC(C)NCC2CCCCC2)cc1 (configuration not stated)
  A = -1%	B = 0	C = ?	D = -23%	E = -15	F = 13µM*	G = -6%
COc1ccc(C2/C(=C(/O)c3ccc(Br)cc3)C(=O)C(=O)N2C)cc1OC (configuration not stated)
  A = -6%	B = -1	C = 18%	D = 16%	E = -7	F = ?	G = 1%
CCc1ccc(NC(=O)C(=O)N/N=C(\C)CC(=O)Nc2ccc(OC)cc2)cc1
  A = 1%	B = 2	C = 66%[activator]	D = 1%	E = 21	F = 2%	G = 2%
COc1ccc(-n2c(=S)[nH]c3cc(C(=O)NCCCN4CCCC4=O)ccc3c2=O)cc1OC
  A = -15%	B = -4	C = nt	D = 15%	E = -13	F = -26%	G = ?
COc1ccc(/C=C/c2c(-c3cccc(C)c3)oc3ccc(-c4ccc5c(c4)OCO5)cc23)cc1
  A = -2%	B = -3	C = 13%	D = 20%	E = -5	F = ?	G = 5%
CCCC1CCC(=NNC(=O)OC(C)(C)C)CC1 (configuration not stated)
  A = 1%	B = 31*	C = 26%	D = -4%	E = 61	F = 95%[activator]	G = 4%
CCS(=O)(=O)C1=NSC2=NC(=O)/C(=C\c3cc(C)n(-c4cccc(OC)c4)c3C)C(=N)N21
  A = -1%	B = 4	C = ?	D = 11%	E = 22	F = ?	G = -1%
COc1ccccc1C(=O)NNC(=O)c1sccc1-n1cccc1
  A = 2%	B = -7	C = 16%	D = -10%	E = 35	F = 29%	G = -2%
CCCCC(O)(CCN1CCOCC1)c1ccc(Cl)cc1 (configuration not stated)
  A = 1%	B = -3	C = nt	D = -26%	E = -20	F = ?	G = 7%
Cc1ccccc1-c1nnc(-c2ccccc2)o1
  A = ?	B = 35*	C = 240%[activator]	D = -9%	E = 95*	F = ?	G = 0%
Cn1nnnc1Sc1ncnc2scc(-c3ccc(Cl)cc3)c12
  A = nt	B = nt	C = 6.6µM*	D = nt	E = nt	F = 3.7µM*	G = -2%
CCC1Oc2ccccc2N(CC(=O)NCCCN2CCCCC2CC)C1=O (configuration not stated)
  A = 1%	B = -4	C = -12%	D = 13%	E = -2	F = ?	G = 7%
CC(=O)N(C(C)=O)c1ncc2c([nH]c3ccccc32)c1C#N
  A = 3%	B = 8	C = 1%	D = -8%	E = -12	F = ?	G = ?
O=C(O)/C=C/C(=O)NCCc1ccc(Cl)cc1
  A = -1%	B = -1	C = 1%	D = 15%	E = -20	F = 48%[activator]	G = -3%
CC(=O)N1c2ccc(S(=O)(=O)N(C)CC(=O)NC3CCCC3)cc2CC1C (configuration not stated)
  A = 12%	B = 9	C = 1%	D = 5%	E = -4	F = ?	G = -1%
COCCn1c(SCC(=O)Nc2ccc3[nH]c(=O)[nH]c3c2)nc2ccccc2c1=O
  A = 0%	B = -4	C = 27%	D = 15%	E = -4	F = ?	G = -1%
O=C(COC(=O)c1ccc2ncsc2c1)Nc1ncc(Cl)cc1Cl
  A = -5%	B = 37*	C = 107%[activator]	D = 7%	E = 9	F = 177%[activator]	G = 3%
COc1ccc(-c2nc(/C=C3\C(C)=Nc4ccccc43)c(O)o2)cc1
  A = 5%	B = 0	C = 2%	D = ?	E = 2	F = 30%	G = 2%
COc1ccc(OCc2cc(C(=O)N3CCCC(O)C3)no2)c2ccccc12 (configuration not stated)
  A = -7%	B = 55*	C = -4%	D = -16%	E = 122*	F = ?	G = 3%
CSc1nc2c(c(=O)n1-c1ccc(F)cc1)SCC2
  A = -1%	B = -1	C = -22%	D = -23%	E = -2	F = 0%	G = -15%
COc1ccc(C2CC(c3cccs3)Nc3nnnn32)cc1 (configuration not stated)
  A = 6%	B = -4	C = -8%	D = 25%	E = -4	F = 13%	G = 5%

# Full records, quoted from the list. Screens in order: LmPK inhibitor, Cycloheximide cs, Pf growth 48h, HCV inh, Shiga inhibitor, Pf growth 96h, Tb PYK inh
# Cn1nnnc1Sc1ncnc2scc(-c3ccc(Cl)cc3)c12 is listed with nt, nt, 6.6µM*, nt, nt, 3.7µM*, -2%
# COc1ccccc1C(=O)NNC(=O)c1sccc1-n1cccc1 is listed with 2%, -7, 16%, -10%, 35, 29%, -2%
# Cc1ccccc1-c1nnc(-c2ccccc2)o1 is listed with ?, 35*, 240%[activator], -9%, 95*, ?, 0%

# New compounds follow:
# Screens by letter – A = LmPK inhibitor; B = Cycloheximide cs; C = Pf growth 48h; D = HCV inh; E = Shiga inhibitor; F = Pf growth 96h; G = Tb PYK inh
COc1ccc(-c2nnn(CC(=O)N(CCCN3CCOCC3)C(C(=O)NC3CCCC3)c3ccc(C)o3)n2)cc1 (configuration not stated)
  A = 0%	B = 0	C = ?	D = -10%	E = 43	F = 276%[activator]	G = -4%
O=C(NCCc1ccccc1)C(c1cccs1)N(C(=O)c1csnn1)C1CC1 (configuration not stated)
  A = -6%	B = -4	C = -12%	D = 13%	E = -13	F = ?	G = 7%
CCC(=O)NCCc1nc2cc(NC(=O)Nc3ccccc3)ccc2n1C
  A = -5%	B = 23	C = 97%[activator]	D = -1%	E = 43*	F = 227%[activator]	G = -9%
Cc1cccc(/C=C/c2nc3ccccc3c(=O)[nH]2)c1
  A = ?	B = 29*	C = -16%	D = -8%	E = 112*	F = -19%	G = -8%
CCc1ccc(-c2cc(C)no2)cc1S(=O)(=O)NCCc1ccccc1
  A = 5%	B = 35*	C = -30%	D = ?	E = 19	F = ?	G = 0%
COc1ccc(CC2C(=O)OC(C)(C)OC2=O)c(Cl)c1OC
  A = 1%	B = -1	C = 11%[0.00184 µM]	D = 3%	E = 3	F = 40%[activator]	G = -2%
CC1CCN(S(=O)(=O)c2cccc(C(=O)N(C)C3CCS(=O)(=O)C3)c2)CC1 (configuration not stated)
  A = -1%	B = 5	C = -5%	D = -5%	E = 3	F = ?	G = -3%
COC(=O)C[N+](C)(C)C/C=C\c1ccccc1
  A = 6%	B = 2	C = 21%	D = 2%	E = 28	F = ?	G = -1%
O=C(Nc1cccc(O)c1)c1noc2c1CCCCC2
  A = 11µM*	B = 22	C = 26%	D = -18%	E = -8	F = nt	G = 4%
CC1(C)CCC[C@@]2(C)CC=C(C(=O)O)[C@@H]3C[C@]312
  A = nt	B = nt	C = -12%	D = 19%	E = nt	F = 3%	G = 0%
COc1ccc(C)cc1NC(=O)CSc1ccc(-c2ccco2)nn1
  A = -8%	B = 8	C = -10%	D = 10µM*	E = -7	F = ?	G = ?
Cc1ccc(NC(=O)COC(=O)c2ccc3c(c2)NC(=O)C2CCCN32)cc1C (configuration not stated)
  A = 11%	B = 1	C = nt	D = nt	E = 15	F = 45%[activator]	G = nt
O=C(COc1ccccc1Cl)N1CCNC1=O
  A = nt	B = nt	C = ?	D = -10%	E = nt	F = -12%	G = 2%
O=C(COC(=O)[C@@H]1CCCN1S(=O)(=O)c1ccccc1F)c1ccccc1
  A = 0%	B = -1	C = 1%	D = 5%	E = -5	F = 24%	G = -3%
O=Cc1cn(CC(=O)N2CCOCC2)c2ccccc12
  A = -4%	B = -4	C = -12%	D = 15%	E = -7	F = 4%	G = 1%
O=C(COc1ccc([N+](=O)[O-])cc1)N(Cc1ccccc1)Cc1ccccc1
  A = 4%	B = -4	C = -16%	D = -18%	E = 8	F = 41%[activator]	G = -11%
COC(=O)c1cc(NC2c3ncccc3C(=O)N2Cc2ccccc2)cc(C(=O)OC)c1 (configuration not stated)
  A = -1%	B = -3	C = -3%	D = 13%	E = -11	F = 0%	G = 0%
O=C(/C=C/c1cccc([N+](=O)[O-])c1)NCCSc1ccccc1
  A = 0%	B = 17*	C = ?	D = -14%	E = 15	F = 10µM*	G = -8%
CN(C(=O)Cc1ccc(Cl)c(Cl)c1)C(CN1CCCC1)c1cccc(OCC(=O)O)c1 (configuration not stated)
  A = nt	B = nt	C = -3%	D = -7%	E = nt	F = -1%	G = 1%
CCOc1ccc(NC(=O)N2CCC(C(=O)c3ccc(F)cc3)CC2)cc1
  A = -1%	B = -1	C = ?	D = ?	E = -16	F = 40%[activator]	G = -2%
COc1ccc(C2C(C#N)=C(N)Oc3cc(C)n(Cc4ccncc4)c(=O)c32)cc1 (configuration not stated)
  A = -4%	B = -5	C = 0%	D = 17%	E = -4	F = 3%	G = -5%
C=CC[N+](C)(C)CCN1C(=O)C2C(c3ccccc3)C=CC(c3ccccc3)C2C1=O (configuration not stated)
  A = -6%	B = 0	C = -10%	D = 4%	E = 3	F = 10%	G = -5%
OCCC1CN(Cc2c(O)ccc3ccccc23)CCN1CCc1ccccc1 (configuration not stated)
  A = 7%	B = 2	C = ?	D = -1%	E = 4	F = -30%	G = -12%
N=c1sccn1CC(=O)NCCc1ccc(Cl)cc1
  A = -2%	B = 4	C = -26%	D = -25%	E = -15	F = 0%	G = 4%
CCCCn1c(CCC(=O)O)nc2c1c(=O)[nH]c(=O)n2CCC
  A = -3%	B = -1	C = nt	D = 9%	E = -8	F = -4%	G = 1%
CCOC(=O)C(=O)N/N=C/c1cccc(Br)c1
  A = 3%	B = 1	C = 12%	D = 6%	E = 14	F = 16%	G = 7%
Nc1ccc(C(=O)NCC(=O)O)cc1
  A = nt	B = nt	C = 12µM*!	D = 40%	E = nt	F = 9.3µM*!	G = 8%
Cc1[nH]c2ccc(C(=O)OCCN(C)C)cc2c1C
  A = -2%	B = 9	C = 71%[activator]	D = -19%&-5%	E = 16	F = 4.7µM*	G = -6%
COc1ccc(C(=O)Nc2ccncc2)cc1[N+](=O)[O-]
  A = 0%	B = 5	C = 8.3µM*	D = 0%	E = 7	F = 41%[activator]	G = 4%
NC(=O)CSc1cn(CCNC(=O)c2cccs2)c2ccccc12
  A = 0%	B = -2	C = 30%[activator]	D = 10%	E = 8	F = 19%	G = -7%
